High-throughput results as filed in PubChem.
ADAM17 inh: ADAM17 inhibitors, primary screen, biochemical, QFRET; Disintegrin and metalloproteinase domain-containing protein 17 (Homo sapiens), P78536; recombinant ADAM17, EDANS/DABCYL FRET peptide cleavage; inhibition, % at 6.95 µM; 370,000 tested, 0.83% active;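 active = inhibition above the mean of compounds lying between control limits plus 3 SD, set per campaign, cut at about 8.5% in these data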;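 also: 0% = DMSO-only wells as the low control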
PLC-gamma1 inh: PLC-gamma1 enzyme inhibitors, primary screen, biochemical, fluorescence, purified enzyme | 1-phosphatidylinositol 4,5-bisphosphate phosphodiesterase gamma-1 (Homo sapiens), P19174 | fluorogenic substrate | inhibition, % at 12.2 µM | 370,000 tested, 0.84% active | AID 720700, 2013; in the data active = inhibition above about 9.5%
PLCb3 inh: human PLC-beta3 inhibitors, primary screen, biochemical, fluorescence; Purified PLC-beta3, fluorogenic substrate; inhibition, % at 12.2 µM; 370,000 tested, 0.18% active; in the data active = inhibition above about 11%;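 also: 0% = median of compound wells on plate and 100% = full blocker control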
ADAM10 inh: human ADAM10 inhibitors, primary screen, biochemical, QFRET, HTS; 370,000 tested, 0.62% active; AID 720582, 2013; Disintegrin and metalloproteinase domain-containing protein 10 (Homo sapiens), O14672; inhibition, % at 7 µM; recombinant ADAM10, EDANS/DABCYL FRET peptide cleavage, 3 h;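 active = inhibition above a per-campaign cutoff equal to the mean of compounds falling between control-based bounds plus 3 SD, cut at about 20% in these data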;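 also: 0% = DMSO wells while the 100% control is not disclosed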
ASAP1 GAP inh: inhibitors of human ASAP1 ArfGAP activity, primary screen, biochemical, fluorescence polarization | Arf-GAP with SH3 domain, ANK repeat and PH domain-containing protein 1 (Homo sapiens), … | ASAP1-stimulated ARF1 GTP hydrolysis, GDP FP detection | inhibition, % at 16.5 µM | 360,000 tested, 0.19% active | AID 624377, 2012; in the data active = inhibition above about 25%;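 also: 0% = vehicle with enzyme and substrate and 100% = no enzyme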
Target sequence (Q9ULH1 325-724 limits assumed): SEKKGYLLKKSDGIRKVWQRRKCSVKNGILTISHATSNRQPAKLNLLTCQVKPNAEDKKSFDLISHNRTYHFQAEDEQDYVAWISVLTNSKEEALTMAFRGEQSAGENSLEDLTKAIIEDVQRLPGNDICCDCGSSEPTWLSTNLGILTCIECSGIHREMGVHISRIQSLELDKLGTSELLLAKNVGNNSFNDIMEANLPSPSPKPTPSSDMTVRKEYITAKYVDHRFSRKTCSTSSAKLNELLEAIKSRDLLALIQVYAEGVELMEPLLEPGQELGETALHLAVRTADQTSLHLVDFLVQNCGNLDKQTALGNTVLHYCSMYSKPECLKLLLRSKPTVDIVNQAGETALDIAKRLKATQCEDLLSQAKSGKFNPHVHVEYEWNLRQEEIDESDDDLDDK
Tn6 DDE FP: inhibitors of Tn6 peptide binding to fibrin DD(E), primary screen, biochemical, fluorescence polarization, human fibrin, Tn6 probe. Fibrinogen beta chain (Homo sapiens), P02675. Fibrin DD(E) TRITC-Tn6 fluorescence polarization displacement. inhibition, % at 8.3 µM. 370,000 tested, 0.21% active. AID 720509, 2013;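 active = inhibition above a per-campaign cutoff: mean of compounds within control limits plus 3 SD, cut at about 15% in these data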;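 also: 0% = median of all compound wells on the plate and 100% = blocking peptide control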
SIAE inh: human SIAE inhibitors, primary screen, biochemical, fluorescence polarization, FP-Rh probe, 1536-well HTS; SIAE FP-Rh probe binding; AID 1053197, 2014; 370,000 tested, 0.69% active; inhibition, % at 9.66 µM;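 active = inhibition above a cutoff: mean of compounds within the control limits plus 3 SD of those, cut at about 17% in these data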;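 also: 0% = plate median of compound wells and 100% = probe without SIAE protein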
ARFGAP1 inhibitor: inhibitors of rat ARFGAP1 GAP activity, primary screen, biochemical, fluorescence polarization, GDP tracer; Arfgap1-stimulated ARF1 GTP hydrolysis, GDP FP detection; inhibition, % at 16.5 µM; 360,000 tested, 0.26% active;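 active = inhibition above a per-plate limit, mean inhibition of low control wells plus 3 SD, cut at about 25% in these data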;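 also: 0% = DMSO wells with enzyme and 100% = wells lacking Arfgap1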
Target sequence (Q62848 1-136 limits assumed): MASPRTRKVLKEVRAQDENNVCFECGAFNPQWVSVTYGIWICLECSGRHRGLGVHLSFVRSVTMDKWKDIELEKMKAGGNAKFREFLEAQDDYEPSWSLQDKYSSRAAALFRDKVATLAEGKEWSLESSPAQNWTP
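Assay system: Rat Arfgap1 GAP domain (His6, aa 1-136), purified enzyme | Buffer or medium: HEPES 25 mM pH 7.5, NaCl 150 mM, MgCl2, DTT | Schedule: GTP hydrolysis reaction 2 h at 25 °C | Signal: FP of antibody-bound GDP Alexa 633 tracer, ex 620/em 688 nm | Measure: Percent inhibition of Arfgap1-stimulated GTP hydrolysis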
TDP2 inh: human TDP2 enzyme inhibitors, primary screen, biochemical, epi absorbance, recombinant enzyme; Tyrosyl-DNA phosphodiesterase 2 (Homo sapiens), O95551; T5PNP hydrolysis, p-nitrophenol absorbance 415 nm; inhibition, % at 12.8 µM; 370,000 tested, 0.34% active;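 active = inhibition above the mean of all tested compounds plus 3 SD, set per campaign, cut at about 25% in these data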;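 also: 0% = DMSO with enzyme and 100% = buffer with substrate but no TDP2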
Target sequence (O95551 whole entry, looked up): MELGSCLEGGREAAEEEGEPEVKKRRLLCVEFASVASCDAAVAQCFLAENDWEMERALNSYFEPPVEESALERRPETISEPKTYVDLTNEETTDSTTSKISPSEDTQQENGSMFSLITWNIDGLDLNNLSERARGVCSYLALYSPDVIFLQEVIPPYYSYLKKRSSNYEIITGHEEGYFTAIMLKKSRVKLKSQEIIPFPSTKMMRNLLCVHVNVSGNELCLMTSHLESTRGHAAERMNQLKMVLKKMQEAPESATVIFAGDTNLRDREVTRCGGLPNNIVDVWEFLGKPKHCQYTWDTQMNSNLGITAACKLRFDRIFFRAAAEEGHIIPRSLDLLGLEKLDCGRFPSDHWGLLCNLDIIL
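System – recombinant human TDP2 · Amount – 120 nM TDP2 per well · Buffer or medium – Mg2+-containing Tris-HCl buffer, pH 7.5 · Reagent – T5PNP substrate, 5 mM · Dosing – 12.8 µM single point, 1% DMSO · Incubation – 2 h at 37 °C · Measured by – epi absorbance · Read-out basis – percent inhibition · Benchmarks – high control without enzyme, low control DMSO plus TDP2 · Repeats – singlicate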
DDE Tn7 FP inh: inhibitors of Tn7 peptide binding to fibrin DD(E), primary screen, biochemical, fluorescence polarization, human fibrin, Tn7 probe | Fibrinogen beta chain (Homo sapiens), P02675 | FP displacement of FITC-Tn7 peptide from fibrin DD(E); 0% = median of compound wells per plate | inhibition, % at 8.3 µM | 370,000 tested, 0.13% active | AID 720508, 2013;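 active = inhibition above the mean of compounds falling within the control limits plus 3 SD of them, cut at about 14% in these data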;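 also: 0% = plate median of compound wells and 100% = 10 µM Aha-Tn7 peptide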
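Assay system: human fibrin DD(E). Input: DD(E) 2 µM final. Medium: Tris buffer with calcium and detergent, pH 7.8. Compound dosing: single point at 8.3 µM. Timing: 10 min plus 3 h, room temperature. Technique: fluorescence polarization of the labelled Tn7 tracer. Read-out: percent inhibition. Replicates: singlicate testing.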
Numbers without * were called inactive; i = inactive. An excerpt; count on the stated rates, not on these rows.

The line under a structure holds: ADAM17 inh, PLC-gamma1 inh, PLCb3 inh, ADAM10 inh, ASAP1 GAP inh, Tn6 DDE FP, SIAE inh, ARFGAP1 inhibitor, TDP2 inh, DDE Tn7 FP inh
[1] Oc1cc2c(cc1CN1CCN(c3ccccc3)CC1)OCO2
→ 6, -1, 0, -9, -6, -7, 8, 4, -7, -7
[2] COc1ccccc1CC1C(=O)C2CCN1CC2 (stereo not drawn)
→ 0, 8, 5, 6, -1, -2, -5, 14, 4, 7
[3] COC/C=C1\CN2C3C[C@@H]1[C@H]1COC4=Nc5cc(OC)c(OC)c(OC)c5[C@@]43C[C@@H]12
→ -21, -26, -28, -85, 1, 1, 12, 3, -1, -6
[4] CCCCC(=O)N/N=C/c1c(O)n(CC)c(=S)n(CC)c1=O
→ 4, -3, -3, 9, -7, -5, -15, 7, -10, -1
[5] O=C(O)[C@@H]1C[C@H]1[C@@H](NP(=O)(c1ccccc1)c1ccccc1)c1ccccc1
→ -2, 1, 1, 1, -13, 0, 9, 1, 3, 3
[6] COc1ccccc1-n1c(O)c(C=NC2CC2)c(=O)[nH]c1=O
→ -1, 2, 2, -2, -3, -6, 6, 7, -10, 1
[7] COc1ccc(CCNCc2ccc(OC)c(OC)c2OC)cc1
→ -4, 3, 1, -6, 1, 4, -3, 12, 11, 4
[8] C[C@]12CC[C@@H](O)C[C@@H]1CC[C@@H]1[C@@H]2CC[C@]2(C)[C@@H](O)CC[C@@H]12
→ -2, -2, -2, 5, 2, 2, -6, 14, -8, -1
[9] Cn1c(O)c(C=NCc2cccs2)c(=O)n(C)c1=O
→ 1, 9, 4, 4, 5, 4, -2, 14, 2, -7
[10] O=P(Oc1ccccc1)(Oc1ccccc1)N1CCN(c2ccc(F)cc2)CC1
→ 1, 0, -6, 9, 8, 0, -5, 2, 9, 2
[11] CCN1C(=O)/C(=C/c2ccc(N(CC)CC)cc2OC)C(=O)NC1=S
→ 2, 3, 3, 12, 6, 0, -54, -3, -8, 0
[12] COc1ccc(-n2c(CN3CCOCC3)nc3ccccc3c2=O)c(OC)c1
→ -3, -2, -6, 0, 6, 1, 6, 6, 5, 0
[13] CC(=O)OC1N=C(c2ccc(Cl)cc2)c2cc(Br)ccc2NC1=O (stereo not drawn)
→ 4, 6, 4, 1, 4, 3, -1, 7, -2, 0
[14] O=c1[nH]c(=O)n(-c2ccc(F)cc2)c(O)c1C=Nc1ccccc1N1CCCC1
→ -4, -7, -4, -6, 8, -6, 5, 5, 6, -7
[15] COc1ccc(OCC(=O)Nc2ccc(Cl)cc2C(=O)c2ccccc2)cc1
→ 9.1*, 4, 9, 12, -8, -10, -1, -7, -5, -3
[16] CCOC(=O)c1c(N)n(CCN2CCCCC2)c2nc3ccccc3nc12
→ i, i, i, i, 3, -5, 1, 3, 5, 9
[17] C[N+]1=C(/C=C/Nc2ccccc2)C(C)(C)c2ccccc21
→ -1, -2, -3, -10, 3, 0, -62, 4, -7, -6
[18] Cc1cc[n+](Cc2ccccc2)cc1
→ -4, 1, -2, -1, 8, 1, -5, 9, 6, 2
[19] COc1nc(NC(C)C)nc(NC(C)C)n1
→ -3, 2, 4, -2, -4, 5, -2, -1, 14, 4
[20] O=c1[nH]c(=O)n(Cc2ccco2)c(O)c1C=NC1CCN(Cc2ccccc2)CC1
→ -2, 1, -8, -6, 2, 2, 1, -2, -2, -3
[21] O=c1[nH]c(=S)n(CCC2=CCCCC2)c(O)c1C=NC1CCN(Cc2ccccc2)CC1
→ -5, 0, 1, -6, 3, 2, -5, -8, 4, -4
[22] COc1cccc(CNCCc2ccccc2)c1OC
→ -1, 0, 3, 3, -1, -1, 0, -5, -8, 5
[23] CN1c2ccccc2Oc2ccccc21
→ -2, 0, -4, -6, -17, 0, 7, -6, 4, 10
[24] Cn1c2ccccc2c2c(C(=O)N3CCC4(CC3)OCCO4)cn(C3CCCC3)c(=O)c21
→ -111, -14, -22, -317, -4, 1, 6, -4, 5, 6
[25] Cc1ccc(S(=O)(=O)N(C)C)cc1NC(=O)C(C)[N+]12CCN(CC1)CC2 (stereo not drawn)
→ -4, -22, -4, -7, 1, -2, 0, -10, -7, -3
[26] CC1C(c2ccccc2)OC(=O)N1C (stereo not drawn)
→ -3, 1, 2, -3, 3, -6, 1, 5, 7, 3
[27] CC(C)(O)C1C2OC(=O)C1C1(O)CC3OC34C(=O)OC2C14C (stereo not drawn)
→ 0, 2, 5, 0, -5, 3, -2, 5, -7, -2
[28] CC(C)[C@H](NC(=O)N1C[C@H]2C[C@@H](C1)c1cccc(=O)n1C2)C(=O)Nc1ccccc1F
→ -3, 5, 0, -12, 1, 7, 6, -4, 8, 2
[29] CN(C)CCN=Cc1c(O)n(-c2cccc3ccccc23)c(=O)[nH]c1=O
→ 5, 8, 0, 7, -9, 0, -6, -4, -18, 0
[30] COC(=O)[C@@H]1C[C@]2(C(=O)O)c3ccccc3N(OOSc3ccccc3)[C@@H]2N1C(=O)OC
→ -1, 3, 2, -1, 9, -6, 2, -3, -7, -6

Rewritten as tab-separated lines: 2 of the compounds above
no.	canonical_smiles	ADAM17 inh	PLC-gamma1 inh	PLCb3 inh	ADAM10 inh	ASAP1 GAP inh	Tn6 DDE FP	SIAE inh	ARFGAP1 inhibitor	TDP2 inh	DDE Tn7 FP inh
28	CC(C)[C@H](NC(=O)N1C[C@H]2C[C@@H](C1)c1cccc(=O)n1C2)C(=O)Nc1ccccc1F	-3	5	0	-12	1	7	6	-4	8	2
29	CN(C)CCN=Cc1c(O)n(-c2cccc3ccccc23)c(=O)[nH]c1=O	5	8	0	7	-9	0	-6	-4	-18	0

(next part)
The line under a structure holds: ADAM17 inh, PLC-gamma1 inh, PLCb3 inh, ADAM10 inh, ASAP1 GAP inh, Tn6 DDE FP, SIAE inh, ARFGAP1 inhibitor, TDP2 inh, DDE Tn7 FP inh
[31] CCOc1ccc(-c2cc(C)[n+](CCN3CCOCC3)c(-c3ccc(OCC)cc3)c2)cc1
→ -135, i, i, -374, 1, 0, -4, -8, 0, 2
[32] COP(=O)(OC)Oc1ccc(C(O)C(Cl)(Cl)Cl)cc1 (stereo not drawn)
→ 0, 4, -6, 0, 5, -1, 6, -11, 6, -3
[33] COc1cc(OC)c(OC)cc1CNC(C)C(O)c1ccccc1 (stereo not drawn)
→ -2, 4, 1, -6, -16, 3, 2, -6, 7, -1
[34] O=C1NC(=O)N(CCC2=CCCCC2)C(=O)/C1=C/c1ccc(O)cc1
→ 1, 2, -4, -6, -1, -3, -6, -10, 0, -1
[35] CN(C)C(=O)Oc1cc(=O)n2c3c(cccc13)CCC2
→ -9, 1, 4, -21, -2, 3, 7, 10, 1, 3
[36] Cc1ccsc1C(=O)C1CCCN(Cc2cccc(-n3cccn3)c2)C1 (stereo not drawn)
→ -2, 0, 0, -5, -4, -2, -5, -2, -5, -2
[37] NC(=O)Nc1ccc(C(=O)OCC(=O)Nc2ccc(Cl)cc2C(=O)c2ccccc2)cc1
→ 0, 1, 1, 3, 4, -6, -4, -4, -2, 3
[38] Cc1cc(=O)oc2cc(OCC(=O)N3CCN(C(C)c4ccccc4)CC3)c(Cl)cc12 (stereo not drawn)
→ i, i, i, i, 12, -4, 7, 0, -9, -7
[39] Cc1ccc(OCC(=O)N2CCN(Cc3cccnc3)CC2)cc1
→ -5, 1, -4, -8, 3, -10, 9, -7, 22, 3
[40] Cn1cc[n+](C)c1P(=S)(c1ccccc1)c1ccccc1
→ 4, 0, 4, -4, -4, -5, 11, 10, 6, -5
[41] COC(=O)C1=C(c2ccccc2)C[C@@H]2CC[C@H]1N2C(=O)NCC1CC1
→ -6, 1, -2, 4, 5, -5, 0, -4, 9, -3
[42] COC(=O)C1=C(c2cccc(OCc3ccccc3)c2)C[C@@H]2CC[C@H]1N2C(=O)NCc1ccccc1C(F)(F)F
→ 0, 0, 1, 7, -1, 1, -8, 8, -3, -2
[43] Cn1cc(C(=O)OCC(=O)N2CCCC2)c2ccccc21
→ 1, 5, -3, 3, 8, 10, 5, 8, 3, -2
[44] CC1CN(c2ccc([N+](=O)[O-])c3cccnc23)CC(C)N1 (stereo not drawn)
→ 1, -6, -1, -5, 0, -1, 1, 4, -12, 3
[45] CC1=NN(c2ccccc2)C(=O)C1/C=C1\C(=O)NC(=O)N(c2ccc(C)c(C)c2)C1=O (stereo not drawn)
→ -3, -7, -5, -7, -9, 4, 6, 4, -3, 3
[46] C=CCN1C(=O)NC(=O)/C(=C/c2c(CCN(C)C(=O)c3ccccc3)cc3c(c2OC)OCO3)C1=O
→ -2, -8, -11, -10, 11, -9, 4, -1, 4, 0
[47] O=C(C(=O)N1CCOCC1)c1cn(Cc2ccccc2F)c2ccccc12
→ 3, 3, -3, 1, 4, -5, -4, 8, -1, 0
[48] COC(=O)C1=C(c2cccc(C#N)c2)C[C@@H]2CC[C@H]1N2C(=O)NC(C)C
→ 1, 6, 3, 1, 4, 5, 2, 5, 2, -4
[49] CCOC(=O)C1(CCc2ccccc2)CCN(Cc2ccco2)CC1
→ -4, -1, -3, -10, -6, -13, 3, -1, -3, 3
[50] O=C1NC2C(=CC(O)C(O)C2O)c2cc3c(c(O)c21)OCO3 (stereo not drawn)
→ 0, -44, -50, -21, -16, 1, 2, -5, -5, 0
